Compound activity as filed in PubChem BioAssay.
S1P3 antagonist – S1P3 receptor antagonists, primary screen, cell-based. Sphingosine 1-phosphate receptor 3 (Homo sapiens), Q99500. AID 485, 2006. inhibition, % at 4.98 µM. CHO S1P3 NFAT-BLA reporter, FRET fluorescence, antagonist mode. 170,000 compounds, 0.27% hits;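 active = inhibition above the plate cutoff, the mean inhibition of test wells on that plate plus 3 SD, cut at about 28% in these data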;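 note: cells challenged with S1P at its EC80 of 0.8 µM; blue over green emission ratio from cleaved BLA substrate after 4 h stimulation; 0% = S1P-stimulated wells and 100% = unstimulated DMSO-only wells; some compounds past the cut are filed as inactive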
Target sequence (Q99500 whole entry, looked up): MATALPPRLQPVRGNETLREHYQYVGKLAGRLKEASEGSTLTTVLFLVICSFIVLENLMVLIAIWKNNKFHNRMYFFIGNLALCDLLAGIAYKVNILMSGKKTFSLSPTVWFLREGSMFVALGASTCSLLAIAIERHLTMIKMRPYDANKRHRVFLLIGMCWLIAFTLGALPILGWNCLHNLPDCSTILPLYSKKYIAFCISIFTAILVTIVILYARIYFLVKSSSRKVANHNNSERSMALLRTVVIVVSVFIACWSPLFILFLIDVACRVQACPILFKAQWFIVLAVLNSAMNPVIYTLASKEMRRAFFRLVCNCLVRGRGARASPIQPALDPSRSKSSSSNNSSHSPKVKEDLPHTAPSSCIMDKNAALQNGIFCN
PPARg SRC-3 ag – PPARgamma agonists recruiting SRC-3 coactivator, primary screen, biochemical. biochemical PPARgamma/SRC-3 coactivator recruitment assay. activation, % at 8 µM. 200,000 compounds, 0.26% hits. AID 731, 2007; in the data active = activation above about 23%;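 note: 0% = DMSO and 100% = reference agonist; some compounds past the cut are filed as inactive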
bIAP inhibitor – bovine intestinal alkaline phosphatase inhibitors, primary screen, selectivity assay for TNAP inhibitor project, biochemical, bovine IAP, CDP-star luminescence. alkaline phosphatase, intestinal [Bos taurus]. purified bovine IAP, 30 min. inhibition, % at 20 µM. 190,000 tested, under 10 active. AID 1019, 2008;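 active = over 50% inhibition of intestinal alkaline phosphatase at 20 µM in the single-dose screen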
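test system = bovine IAP enzyme | medium = DEA buffer 100 mM, pH 9.8, with MgCl2 1.0 mM, ZnCl2 0.02 mM | detection = luminescence | dosing = single compound dose of 20 µM, 2% DMSO final | incubation = 30 min reaction at room temperature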
PPARg SRC2 recr – agonists of PPARg-SRC-2 recruitment, primary screen, biochemical, HTS | Peroxisome proliferator-activated receptor gamma (Homo sapiens), P37231 | 200,000 compounds, 0.34% hits | activation, % at 8 µM | PPARgamma LBD-SRC-2 recruitment; in the data active = activation above about 22%;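 note: 0% = vehicle and 100% = reference agonist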
TR-FRET SRC-2 ct – TR-FRET signal artefacts, primary screen, artefact control for PPARgamma SRC-2 agonist project, biochemical | 200,000 compounds, 0.4% hits | TR-FRET ratio at 8 µM | TR-FRET artefact counter-screen; hits give high values; in the data active = TR-FRET ratio above about 2000; note: inactives centre near 1500
PPARg SRC-1 ag – PPARgamma agonists recruiting SRC-1 coactivator, primary screen, biochemical; PPARgamma-SRC-1 coactivator recruitment biochemical assay; activation, % at 8 µM; AID 631, 2007; 200,000 compounds, 0.41% hits; in the data active = activation above about 19%;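 note: 0% = DMSO and 100% = reference agonist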
DTT redox prof – compounds producing H2O2 with reducing agent – biochemical, NIH compound library profiling, artefact control for MLSCN library redox annotation, primary screen | AID 878, 2007 | DTT-dependent redox cycling H2O2, phenol red/HRP absorbance; 100% = 100 µM peroxide control, 0% = buffer | activation, % at 10 µM | 200,000 compounds, 0.03% hits;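 active = activation of at least 50% relative to the plate's high and low controls in the primary single-dose screen; inactive = activation below 50%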;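 note: compound incubated with DTT at 0.8 mM final as the reducing agent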
RAM inhibit – inhibitors of the yeast RAM network, primary screen, dse1pr::URA3 reporter, 5-FOA selection | inhibition, % at 50 µM | S. cerevisiae dse1pr::URA3 reporter, 5-FOA growth OD615, 2 d; analog-sensitive cbk1-as2 kinase mutant strain | 190,000 compounds, 1.8% hits;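 active = inhibition above a set limit, 3 SD over mean compound inhibition, cut at about 8.4% in these data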;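 note: 0% = DMSO-only wells with no growth and 100% = 10 µM 1-NA-PP1 full growth; inhibition rescues growth on 5-FOA so higher OD means more RAM inhibition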
Lmaj promast – Leishmania major promastigote growth inhibition, primary screen; Leishmania major promastigotes, resazurin fluorescence viability; inhibition, % at 10 µM; 200,000 compounds, 9% hits; in the data active = inhibition above about 50%;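 note: promastigotes grown with compound for 44 hours at 28 °C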
Efa HMGR inh – inhibitors of E. faecalis class II HMGR, primary screen, biochemical, Enterococcus faecalis; purified E. faecalis HMGR, NADPH absorbance 340 nm kinetic; inhibition, % at 10 µM; 190,000 compounds, 0.41% hits; AID 1066, 2008;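 active = inhibition above a set limit, the median over all tested compounds plus 3 SD, cut at about 9.5% in these data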;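 note: enzyme runs in reverse so mevalonate oxidation gives rising NADPH absorbance; 0% = complete reaction with DMSO and 100% = background rate lacking mevalonate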
ROMK mod – ROMK potassium channel modulators, primary screen, cell-based, thallium flux, MLSMR library; ATP-sensitive inward rectifier potassium channel 1 (Homo sapiens), P48048; 130,000 compounds, 2% hits; Tet-inducible ROMK, thallium flux fluorescence; actives lie on both sides; AID 1918, 2009; B-score at 10 µM;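 active = signal ratio slope over the read window, or its plate-corrected B-score, at least 3 SD from the plate mean, either direction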;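 note: B-score of the F/F0 ratio slope over 7 to 12 s after thallium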
Target sequence (P48048 whole entry, looked up): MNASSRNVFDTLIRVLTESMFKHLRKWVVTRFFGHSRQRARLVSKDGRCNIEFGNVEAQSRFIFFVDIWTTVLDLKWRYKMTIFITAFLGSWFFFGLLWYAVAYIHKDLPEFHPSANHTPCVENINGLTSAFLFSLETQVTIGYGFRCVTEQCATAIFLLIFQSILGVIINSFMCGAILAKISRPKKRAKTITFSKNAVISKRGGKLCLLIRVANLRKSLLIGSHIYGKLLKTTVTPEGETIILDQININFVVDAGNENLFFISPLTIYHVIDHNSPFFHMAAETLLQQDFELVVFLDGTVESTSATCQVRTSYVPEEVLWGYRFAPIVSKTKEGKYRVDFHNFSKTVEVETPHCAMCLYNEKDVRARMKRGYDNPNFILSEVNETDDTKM
* marks the source's active call; other numbers are inactive results; · = no result given.

Start of the data: the first five records, to show the layout:
SMILES	S1P3 antagonist	PPARg SRC-3 ag	bIAP inhibitor	PPARg SRC2 recr	TR-FRET SRC-2 ct	PPARg SRC-1 ag	DTT redox prof	RAM inhibit	Lmaj promast	Efa HMGR inh	ROMK mod
CCOc1ccc(S(=O)(=O)Nc2cc(Sc3ncn[nH]3)c3oc(=O)sc3c2)cc1	-12	-3	-35	0	1486	0	0.0	0.1	-1	0	-0.29
O=C(COC(=O)c1ccccc1NC(=O)c1ccccc1)c1cccc([N+](=O)[O-])c1	-2	-1	-8	13	1651	1	-0.7	5.3	-10	-6	-0.19
CC1CCCCC1NC(=O)CN1C(=O)CSc2cc(S(=O)(=O)N3CCCCCC3)ccc21 (centres undefined)	-15	7	4	1	1695	7	-0.8	2.1	15	-5	-4.5*
O=C(COC(=O)C1COc2ccccc2O1)NC(=O)NC1CCCCC1 (centres undefined)	·	-8	3	5	1355	0	0.2	0.5	0	-1	1.4
COC(=O)CSc1ccc(S(=O)(=O)N2CCOCC2)cc1[N+](=O)[O-]	-6	3	4	2	1479	-6	0.4	0.9	-7	-2	·

The whole of this part, from the start:
SMILES	S1P3 antagonist	PPARg SRC-3 ag	bIAP inhibitor	PPARg SRC2 recr	TR-FRET SRC-2 ct	PPARg SRC-1 ag	DTT redox prof	RAM inhibit	Lmaj promast	Efa HMGR inh	ROMK mod
CCOc1ccc(S(=O)(=O)Nc2cc(Sc3ncn[nH]3)c3oc(=O)sc3c2)cc1	-12	-3	-35	0	1486	0	0.0	0.1	-1	0	-0.29
O=C(COC(=O)c1ccccc1NC(=O)c1ccccc1)c1cccc([N+](=O)[O-])c1	-2	-1	-8	13	1651	1	-0.7	5.3	-10	-6	-0.19
CC1CCCCC1NC(=O)CN1C(=O)CSc2cc(S(=O)(=O)N3CCCCCC3)ccc21 (centres undefined)	-15	7	4	1	1695	7	-0.8	2.1	15	-5	-4.5*
O=C(COC(=O)C1COc2ccccc2O1)NC(=O)NC1CCCCC1 (centres undefined)	·	-8	3	5	1355	0	0.2	0.5	0	-1	1.4
COC(=O)CSc1ccc(S(=O)(=O)N2CCOCC2)cc1[N+](=O)[O-]	-6	3	4	2	1479	-6	0.4	0.9	-7	-2	·
COc1cc(NC(C)=O)c2ncccc2c1[N+](=O)[O-]	-13	-3	-4	4	1423	4	-0.1	2.1	-6	-1	-4.7*
CCP(=O)(CC)C(C)(C)CP(=O)(c1ccccc1)c1ccccc1	·	-3	23	1	1554	-6	0.0	0.1	-4	4	-0.38
Cc1ccccc1C(=O)c1c[nH]c(C(N)=O)c1	·	2	2	-7	1453	-7	2.8	3.6	-2	0	·
COc1cc2c(=O)n(CCCN3CCOCC3)c(=S)[nH]c2c(OC)c1OC	-14	12	10	10	1616	7	2.2	1.9	6	-4	·
CN(C1CCCCC1)S(=O)(=O)c1cccc(C(=O)OCC(=O)NC2CCCc3ccccc32)c1 (centres undefined)	-7	1	13	0	1736	-1	0.0	3.6	-5	4	-2.3
O=C(Nc1ccc(Cl)cn1)C1C(c2ccccc2)C1(Cl)Cl (centres undefined)	-3	-1	2	-2	1619	3	-0.6	-0.9	25	2	·
COc1cc2c(cc1OC)C(C(=O)Nc1ccc3c(c1)OCCO3)C(c1cccnc1)N(C)C2=O (centres undefined)	·	4	-6	-4	1639	-2	-2.4	0.0	-2	-15	0.023
COc1ccc(CC(=O)Nc2c3c(nn2-c2cccc(C)c2C)CS(=O)C3)cc1 (centres undefined)	1	-1	-4	-4	1454	-2	3.4	0.7	-7	1	·
COC(=O)CCCNC(=O)c1ccc(OC2CCN(CCc3ccccc3)CC2)cc1	-1	6	-8	9	1677	-1	-0.2	0.8	-5	-5	-1.2
Cc1onc(-c2ccccc2Cl)c1C(=O)N1CCN(c2nc3ccccc3s2)CC1	·	-7	-22	-3	1345	5	-0.9	-1.1	51*	3	-0.48
Cc1cc(C)cc(-n2c(C)cc(C=C(C#N)C#N)c2C)c1	·	-7	5	8	1550	-2	-2.1	2.8	-4	-12	·
CCOC(=O)N1CCN(Cc2cc(=O)oc3ccc(Cl)cc23)CC1	6	-3	2	4	1615	0	2.4	0.9	-3	0	-0.97
CN(/C(=N/S(=O)(=O)c1cccs1)c1ccccc1)c1ccccc1	2	1	·	3	1552	7	0.4	2.3	-6	4	·
O=C1OCC(Cn2c3ccccc3c3ccccc32)O1 (centres undefined)	8	5	7	6	1553	12	1.7	4.7	-7	-3	·
O=C(NCCOc1ccc(Cl)cc1)C1CCCCC1	9	2	-2	-1	1504	9	-1.8	0.9	-8	-2	0.66
Cc1nn(-c2ccccc2)c(Oc2ccc(F)cc2)c1/C=N/n1cnnc1	7	3	3	-5	1382	-1	2.7	1.0	9	0	0.01
CCOC(=O)C(C(=O)NCCCN1CCOCC1)C1CCCCC1 (centres undefined)	·	-3	-4	10	1648	2	1.0	0.5	38	-2	0.79
c1nc(N2CCOCC2)c2sc3nc(N4CCOCC4)c4c(c3c2n1)CCCC4	-12	10	·	10	1603	1	0.9	·	4	·	0.039
O=c1[nH][nH]c(C(F)(F)F)c1C=NCc1ccc(Cl)cc1	·	-5	25	5	1527	2	-0.1	0.1	-8	0	·
CCOn1c(=O)c[n+]([O-])c2ccccc21	-4	2	-5	4	1730	8	-1.1	1.1	0	-8	0.7
CCOC(=O)c1cnc(N2CCN(C(=O)OCC)CC2)[nH]c1=O	-8	-3	-19	-3	1724	-2	0.1	0.3	-6	1	0.087
Cc1cc(C)n(-c2ccc(C(=O)Oc3ccc4c(c3)OCO4)cc2)n1	·	7	10	1	1677	-2	-3.0	13*	-3	-5	·
C=CCNC(=O)C12CC3(C)CC(C)(CC(C)(C3)C1)C2	·	-2	7	6	1366	0	0.2	-0.9	-2	0	-0.86
Oc1ccc(Cl)cc1C1=NNC(c2ccc(Cl)cc2)C1 (centres undefined)	-1	3	30	8	1582	5	0.3	7.5	29	0	·
COc1ccc(/C=N/N2CCN(C3c4ccccc4-c4ccccc43)CC2)cc1O	0	3	-2	-1	1704	2	-0.9	-0.3	67*	-1	·
Cc1cc(=O)[nH]c(SCc2cc(Cl)ccc2OC(F)F)n1	·	-3	10	6	1361	-1	-0.1	3.4	-11	-2	·
CCC(C)NCCOCCOc1ccc(Br)cc1C (centres undefined)	13	-2	-2	-13	1502	2	-0.3	-0.7	99*	-2	·
O=C(CCN1CCOCC1)c1ccccc1	·	4	10	-4	1405	4	0.3	1.6	95*	-8	-0.38
Cn1c(N)c(C(=O)c2cc(-c3ccccn3)nc3ccccc23)c(=O)[nH]c1=O	-4	24	-21	1	1533	4	-0.7	1.3	-2	-7	-0.39
c1ccn2c(SCc3ccc4c(c3)OCO4)nnc2c1	7	5	7	6	1690	9	1.5	1.3	-7	2	·
CCNC(=O)c1nc[nH]c1C(=O)NCC	-11	8	1	5	1355	1	-0.1	1.3	4	-2	·
CC(Sc1nnnn1C)C(=O)Nc1ccc2c(c1)OCCO2 (centres undefined)	-4	0	14	-1	1499	4	-0.2	2.7	10	2	-0.11
CCOc1ccccc1C(=O)Nc1ccsc1C(=O)OC	7	1	7	6	1620	-4	0.4	1.5	-1	5	0.81
CC(C)(O)C#Cc1ccc(C(=O)N2CCN(c3ccc([N+](=O)[O-])cc3)CC2)cc1	-13	-3	2	2	1370	2	2.3	1.1	-4	-1	·
COc1ccc2sc(NC(C)=O)nc2c1	-13	0	6	6	1347	-4	-0.1	0.7	0	-3	0.29
CCOc1ccc2nc(Cl)c(CN(C(=O)c3cnccn3)C3CCCC3)cc2c1	1	0	-7	-3	1380	-1	0.3	1.4	0	3	0.49
N#Cc1ccc(OCc2nnc3n2CCCCC3)cc1	3	1	-3	1	1574	0	-1.8	0.2	-5	-1	-0.053
C=CCn1c(C)cc(C(=O)CSc2nnc(NC(C)C)s2)c1C	·	-4	1	-1	1558	-11	1.4	0.3	2	1	·
O=C(Nc1ccc(NC(=O)c2ccccc2Cl)nc1)c1ccncc1	2	2	-1	-1	1568	5	-0.3	0.9	3	-3	-0.99
O=C(CSc1cccc(C(F)(F)F)c1)NC(=O)NCc1ccco1	-4	3	18	-2	1475	-1	-2.5	0.7	-7	1	·
COCCOc1nc2ccccc2nc1C	6	-6	0	0	1610	-2	0.3	0.5	-1	-4	·
Cc1cccc[n+]1CC(=O)N1c2ccccc2Sc2ccccc21	-5	6	10	1	1329	3	-0.1	3.6	11	1	0.24
